ANO1 activ – mouse TMEM16A channel activation, primary screen | HEK293 TMEM16A/YFP-H148Q/I152L, iodide quench fluorescence; stronger effect = lower value | B-score at 10 µM | hit rate 0.3% among 340,000 | AID 623877;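 active = fluorescence-ratio B-score plate-corrected deviation score at least 3 library SD below zero, with starting fluorescence score within 5 deviations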;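 also: channel opened by trigger with iodide after compound preincubation; score built on the fluorescence ratio of max minus min over baseline; more negative score means more quench and so TMEM16A activation or potentiation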
KCNK3 block – human KCNK3 channel inhibition, primary screen. O14649. CHO-KCNK3 thallium flux, FluxOR fluorescence; stronger effect = lower value. B-score at 10 µM. hit rate 0.84% among 340,000. AID 602410;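 active = B-score under library mean minus 4 SD, starting fluorescence ratio at most library mean plus 5 SD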;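 also: more negative B-score means stronger inhibition of thallium flux through KCNK3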
Target sequence (O14649 whole entry, looked up): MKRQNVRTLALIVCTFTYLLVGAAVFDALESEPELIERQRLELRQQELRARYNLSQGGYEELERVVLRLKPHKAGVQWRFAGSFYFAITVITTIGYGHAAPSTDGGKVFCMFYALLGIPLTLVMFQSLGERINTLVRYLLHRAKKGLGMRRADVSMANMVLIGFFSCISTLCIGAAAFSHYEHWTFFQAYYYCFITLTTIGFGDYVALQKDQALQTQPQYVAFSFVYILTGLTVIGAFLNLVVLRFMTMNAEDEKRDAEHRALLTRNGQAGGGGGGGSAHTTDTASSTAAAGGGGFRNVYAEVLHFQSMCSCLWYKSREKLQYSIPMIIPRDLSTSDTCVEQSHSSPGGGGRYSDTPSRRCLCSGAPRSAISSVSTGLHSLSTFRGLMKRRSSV
* marks the source's active call; other numbers are inactive results; i = inactive. These rows are one share of the data; the hit share may differ from the screen's.

SMILES	ANO1 activ	KCNK3 block
O=C(COc1ccccc1Cl)N1CCNC1=O	i	i
Cn1nnnc1Sc1ncnc2scc(-c3ccc(Cl)cc3)c12	i	i
CCc1cccc(C)c1NC(=O)CSc1n[nH]c(N)n1	i	i
CC(NC(=O)COc1ccccc1)C(=O)NCc1ccc(S(N)(=O)=O)cc1 (configuration not stated)	i	i
CC(=O)c1ccc(OCC(=O)OCc2cc(-c3ccco3)on2)cc1	i	i
CN1CCN(S(=O)(=O)c2ccc(N3CCN(c4ccccc4O)CC3)c([N+](=O)[O-])c2)CC1	i	i
[O-]C(=C(C(=S)Nc1cccc2ccccc12)[n+]1ccccc1)c1ccc2c(c1)OCCO2	i	i
Cc1ccc(OCCNC(=O)C(C)SCC(=O)Nc2ccc(F)cc2)cc1 (configuration not stated)	i	i
CC1CC(C)CN(S(=O)(=O)c2ccc(NC(=O)CCNC(=O)c3ccc([N+](=O)[O-])cc3)cc2)C1 (configuration not stated)	i	i
CC1CCc2c(sc(NC(=O)CCc3nc4ccccc4c(=O)[nH]3)c2C#N)C1 (configuration not stated)	i	i

Reformatted: results already given.
canonical_smiles | ANO1 activ | KCNK3 block
O=C(COc1ccccc1Cl)N1CCNC1=O | i | i
Cn1nnnc1Sc1ncnc2scc(-c3ccc(Cl)cc3)c12 | i | i

Following part
SMILES	ANO1 activ	KCNK3 block
COc1ccc(/C=C/C(=O)OCC(=O)NC2CCCC(C)C2C)cc1 (configuration not stated)	i	i
COCCOc1ccc(C(F)(F)F)cc1NC(=O)COC(=O)Cc1c[nH]c2ccccc12	i	i
O=C(c1ccc(F)c(S(=O)(=O)N2CCOCC2)c1)N1CCN(c2ccc(F)cc2)CC1	i	i
COc1cc2cc(CCO)oc(=O)c2cc1OC	i	i
COc1ccc(Cl)cc1C(=O)NNC(=O)c1[nH]c(C)c(C(C)=O)c1C	i	i
O=C(CCCOC(=O)c1ccc(O)cc1O)c1ccccc1	i	i
COc1cccc(-c2ncc3ccccc3c2COC(=O)c2cccs2)c1	i	i
Cc1ccc2c(c1)S(=O)(=O)N(C)C(c1ccccc1)=C2	i	i
CCCN(CC1CC1)C(=O)COC(=O)c1oc2ccc(OCC)cc2c1C	i	i
Cc1noc(C)c1COc1cccc(C(=O)Nc2ccc(Br)cc2F)c1	i	-9.22*
CCc1ccc(N2CC(C(=O)OCC(=O)Nc3ccc(C(C)=O)cc3)CC2=O)cc1 (configuration not stated)	i	i
Cc1ccsc1C(=O)OCC(=O)NCCc1ccccc1	i	i
COc1ccc(C=NN=C2c3ccccc3-c3ccccc32)cc1O	i	i
CCN(c1ccccc1)S(=O)(=O)c1ccc(Cl)c(C(=O)N2CCCC2)c1	i	i
O=C(COC(=O)c1ccc(F)c([N+](=O)[O-])c1)NC(=O)NCc1ccccc1	i	i
O=C1CSC(=S)N1Cc1cccs1	i	i
Cc1cc(=O)n2c3c(c4c(cc13)c(CN(C)C)cc(=O)n4C)OC2	i	i
Cc1noc(C)c1NC(=O)Nc1ccc2c(c1)C(=O)N([C@H](C)CO)C[C@H](C)[C@@H](CN(C)S(=O)(=O)c1ccc(F)cc1)O2	i	i
CC(C)(C)OC(=O)N1CCN(C(=O)c2[nH]cnc2C(=O)Nc2ccc(Cl)cc2)CC1	i	i
O=C(CSc1nnnn1C1CC1)N1CCN(Cc2ccccc2F)CC1	i	i

Structures from the list above that have an aryl thioether with sulfur outside any ring (three):
SMILES	ANO1 activ	KCNK3 block
Cn1nnnc1Sc1ncnc2scc(-c3ccc(Cl)cc3)c12	i	i
CCc1cccc(C)c1NC(=O)CSc1n[nH]c(N)n1	i	i
O=C(CSc1nnnn1C1CC1)N1CCN(Cc2ccccc2F)CC1	i	i

(cont.)
SMILES	ANO1 activ	KCNK3 block
O=C1c2ccccc2C(=O)c2c(/C=C/N3CCCCC3)ccnc21	i	i
CC(=O)c1ccc(S(=O)(=O)N(C)CCCC(=O)N2CCN(c3ncccn3)CC2)cc1	i	i
O=C(COC(=O)COc1cccc(F)c1)Nc1nc2ccccc2s1	i	i
CC1(NC(=O)CSc2nnc(-c3c[nH]c4ccccc34)n2C2CC2)CCS(=O)(=O)C1 (configuration not stated)	i	i
CNS(=O)(=O)c1ccc(C(=O)NCC(=O)NCCC(c2ccccc2)c2ccccc2)cc1	i	i
CCOc1ccc(N2CC(C(=O)Nc3cc(S(=O)(=O)N4CCCCC4)ccc3C)CC2=O)cc1 (configuration not stated)	i	i
NCC(=O)NCC(=O)NC1(C(=O)O)CCCC1	i	i
Cc1cc(C(=O)Nc2ccncc2)c(C)o1	i	i
COc1ccccc1NS(=O)(=O)c1ccc(C)c(NC(=O)c2c(C)noc2C)c1	i	i
CC(=O)N1N=C(c2ccc(NS(=O)(=O)c3ccccc3)cc2)CC1c1ccco1 (configuration not stated)	i	i
C=CC[C@@H](CC(=O)OC(C)(C)C)C(=O)OC[C@@H]1CCCN1C(=O)[C@@H](CC=C)CC(=O)N(CCO)Cc1ccccc1	i	i
O=C(Nc1cc(C(F)(F)F)ccc1N1CCOCC1)c1ccncc1	i	i
O=C1C2CC=CCC2C(=O)N1c1nccs1 (configuration not stated)	i	i
COc1ccccc1N1CCN(C(=O)CSc2nnc(C)n2C2CC2)CC1	i	i
O=C(Cc1ccccc1F)N1CCN(S(=O)(=O)c2ccc(Cl)cc2)CC1	i	i
O=C(Nc1cccc(S(=O)(=O)N2CCCCC2)c1)c1ccc(N2CCCC2=O)cc1	i	i
CC(C)CCCCCCCCCCCCC(=O)NCC(=O)NC1C(O)C(O)C(Nc2ncnc3nc[nH]c23)OC1C(O)CO (configuration not stated)	i	i
CC(=O)NS(=O)(=O)c1ccc(NC(=O)c2ccc(S(=O)(=O)N3CCCC3)cc2)cc1	i	i
Cc1cc(C)cc(NC(=O)CN2CCN(C(=O)c3cccs3)CC2)c1	i	i
O=C(CN1C(=O)C2CCCCC2C1=O)Nc1ccc(OC(F)F)c(Cl)c1 (configuration not stated)	i	i
O=C(O)C1=CC2C=C(Cl)C=CC2OC1=O (configuration not stated)	i	i
Cc1ccc(S(=O)(=O)N(C)C[C@@H]2Oc3c(NS(C)(=O)=O)cccc3C(=O)N([C@H](C)CO)C[C@@H]2C)cc1	i	i
CCOC(=O)c1c(C)[nH]c(C(=O)OCC(=O)NCc2ccc(C)cc2)c1C	i	i
Cc1ccc(S(=O)(=O)N2CCCCC2)cc1NC(=O)CCN1C(=O)C2CC=CCC2C1=O (configuration not stated)	i	i
CCOc1cc(N2CCOCC2)c(OCC)cc1NC(=O)CSc1ncccc1C(=O)O	i	i
C[C@H](CO)N1C[C@H](C)[C@H](CN(C)C(=O)Nc2ccc(F)cc2)Oc2c(NC(=O)c3ccc(-c4nccs4)cc3)cccc2C1=O	i	i
CC(C)(C)OC(=O)C1=C(CO)CS[C@@H]2[C@H](NC(=O)Cc3ccccc3)C(=O)N12	i	i
CCN(c1ccccc1)S(=O)(=O)c1ccc(NN)nc1	i	i
C[C@H](CO)N1C[C@H](C)[C@@H](CN(C)S(=O)(=O)c2cn(C)cn2)Oc2ccc(NS(=O)(=O)c3ccccc3)cc2C1=O	i	i
Cc1cc(C)n(CCCNC(=O)C(C)(C)Oc2ccc(Cl)cc2)n1	i	i

In a second layout: entries from further up.
Fields: ANO1 activ	KCNK3 block
> CC(=O)N1N=C(c2ccc(NS(=O)(=O)c3ccccc3)cc2)CC1c1ccco1 (configuration not stated)
 : i	i
> C=CC[C@@H](CC(=O)OC(C)(C)C)C(=O)OC[C@@H]1CCCN1C(=O)[C@@H](CC=C)CC(=O)N(CCO)Cc1ccccc1
 : i	i
> O=C(Nc1cc(C(F)(F)F)ccc1N1CCOCC1)c1ccncc1
 : i	i

(next part)
SMILES	ANO1 activ	KCNK3 block
O=C(COC(=O)COc1cc(Cl)c(Cl)cc1Cl)NC1CC1	i	i
NC(=S)NN=Cc1ccc(-c2ccc(S(=O)(=O)Nc3ncccn3)cc2)o1	i	i
Cc1ccc(NC(=O)CN(C)C(=O)c2ccccn2)cc1	i	i
N#CCCCC1(CCCC#N)OCCO1	i	i
N#CCOC(=O)c1cc(S(=O)(=O)N2CCCCC2)ccc1N1CCOCC1	i	i
COc1ccccc1Nc1ccc2c(O)cc(S(=O)(=O)O)cc2c1	i	i
C/C(=N\NS(=O)(=O)c1ccc(Br)cc1)c1ccc(-n2ccnc2)cc1	i	i
CN(c1ccc(OCC(=O)Nc2ccc(S(N)(=O)=O)cc2)cc1)S(=O)(=O)c1ccc(F)cc1	i	i
O=C(c1ccc(-c2cc(O)c3ncccc3c2)cc1)N1CCNCC1	i	i
CC1(c2ccccc2)NC(=O)N(CC(=O)NCCN2C(=O)S/C(=C\c3cccnc3)C2=O)C1=O (configuration not stated)	i	i

Printed as active in KCNK3 block, of those listed so far:
SMILES	ANO1 activ	KCNK3 block
Cc1noc(C)c1COc1cccc(C(=O)Nc2ccc(Br)cc2F)c1	i	-9.22*

Following part:
SMILES	ANO1 activ	KCNK3 block
COc1ccc(C=NNC(=S)NC23CC4CC(CC(C4)C2)C3)cc1OC	i	i
C[C@H](CO)N1C[C@H](C)[C@@H](CN(C)C(=O)Nc2ccc(C(F)(F)F)cc2)Oc2ccc(NS(=O)(=O)c3ccccc3)cc2C1=O	i	i
CN(Cc1ccccc1)C(=O)c1ccc(NC(=O)Cc2cccc(NC(=O)C3CCN(C(=O)C4CCCCC4)CC3)c2)cc1	i	i
Cc1cc(C)n(CCCNC(=O)c2ccco2)n1	i	i
COc1ccc(NC(=O)C(C)Sc2nnc(C3CC3)n2C2CC2)cc1 (configuration not stated)	i	i
O=C1CCC[C@@H]2Cc3nc4ccccc4cc3[C@@H]3CCN1[C@H]23	i	i
CC(CC(=O)OCC(=O)NCc1ccc(Cl)cc1)c1ccccc1 (configuration not stated)	i	i
COc1ccc(OC)c(-c2nnc3n2N=C(c2ccc(OC)c(OCC4CC4)c2)CS3)c1	i	i
O=C(COC(=O)C1COc2ccccc2O1)Nc1cccc(Cl)c1 (configuration not stated)	i	i
Clc1ccc2c(NCCNC3CCCCC3)ccnc2c1	i	i
CN1CCN(Cc2nc3ccccc3c(=O)n2Cc2nc(-c3cccc([N+](=O)[O-])c3)cs2)CC1	i	i
O=C(COC(=O)CSc1ccc([N+](=O)[O-])cc1)NCCC1=CCCCC1	i	i
CC1CCN(C(=O)COC(=O)Cn2cnc3ccccc32)CC1	i	i
Cc1c(C(=O)OCc2nc3ccsc3c(=O)[nH]2)oc2ccccc12	i	i
CCN1C(=O)C(=O)N(CC(=O)NC(C)CCc2ccccc2)C1=O (configuration not stated)	i	i
CC(Sc1ncn[nH]1)C(=O)c1c(N)n(C)c(=O)n(C)c1=O (configuration not stated)	i	i
CN(Cc1ccc([N+](=O)[O-])cc1)c1ccccc1	i	i
COCC(C)n1c(SCC(=O)NC(=O)NCc2ccccc2)nc2ccccc2c1=O (configuration not stated)	i	i
CC1=CC(C)(C)NC(=S)N1c1ccc([N+](=O)[O-])cc1	i	i
COc1ccc(CC(=O)OC(C)C(=O)Nc2ccc(Cl)cn2)cc1 (configuration not stated)	i	i
COc1cccc(NC(=O)CN(C)CC(=O)c2c(C)[nH]c3ccccc23)c1	i	i
Cc1noc(C(C)C)c1C(=O)Nc1ccc(-c2nnc3n2CCCCC3)cc1	i	i
COc1ccccc1CNC(=O)CN1C(=O)NC2(CCCC2)C1=O	i	i
COc1ccc(C(=O)NNC(=O)CCc2nc3ccccc3c(=O)[nH]2)cc1	i	i
COc1cc(NC(=O)CNc2cccc(S(=O)(=O)N3CCOCC3)c2)cc(OC)c1	i	i
N#Cc1ccccc1COC(=O)c1ccc2c(c1)OCO2	i	i
O=C1/C(=C\c2ccc(Cl)cc2)CCC1CNc1ccc(Cl)cc1 (configuration not stated)	i	i
C#CCOCCOCCOCCNc1nc(N2CCN(C(=O)[C@H](CCCCN)n3cc(CN)nn3)CC2)nc(N2CCN(C(=O)[C@H](CCCCN)n3cc(CN)nn3)CC2)n1	i	i
COc1ccc(CC(=O)Nc2ccc(S(=O)(=O)N3CCN(C)CC3)cc2)cc1	i	i
CC1CC(C)CN(C(=O)COC(=O)/C=C/c2cccc([N+](=O)[O-])c2)C1 (configuration not stated)	i	i
Cc1cc(C)c(C(=O)CC(=O)c2cccnc2)c(C)c1	i	i
O=C(CNCc1ccc(F)cc1)Nc1cc(S(=O)(=O)N2CCOCC2)ccc1Cl	i	i
CC(C)c1ccc2c(c1)CC[C@H]1[C@](C)(CN)CCC[C@]21C	i	i
Cc1nnnn1/C(=C\c1ccccc1)C(=O)OCC(=O)Nc1cccc(S(=O)(=O)N(C)C)c1	i	i
C[C@@H]1O[C@@H](O[C@H]2[C@H](O[C@H]3C[C@]4(C)C(C[C@@H](O)C5C([C@]6(C)CC[C@@H](C(C)(C)O)O6)CC[C@]54C)[C@@]4(C)CC[C@H](O)C(C)(C)C34)O[C@H](CO)[C@@H](O)[C@@H]2O)[C@H](O)[C@H](O)[C@H]1O (some centres not stated)	i	i
O=C(O)c1ccc(Cn2cnc3c(=O)[nH]cnc32)cc1	i	i
CN(c1ccccc1)c1ncnc2c1ncn2C	i	i
CC(NC(=O)c1cccc(S(=O)(=O)N2CCc3ccccc32)c1)c1ccco1 (configuration not stated)	i	i
COn1c(C)c(C)c2c3nonc3ccc21	i	i
O=C1C=C(c2ccc(Cl)c(C(F)(F)F)c2)C[C@@H](c2ccc(Cl)cc2)C1	i	i
NC1(C#Cc2ccc3oc(=O)c(-n4cc(-c5ccsc5)nn4)cc3c2)CCCCC1	i	i
Cc1c(NC(=O)c2cc(-c3ccccc3)nc3ccccc23)c(=O)n(-c2ccccc2)n1C	i	i
CC1(C)CC(=O)C=C(c2cccc3c2Oc2ccccc2S3)C1	i	i
O=Cc1ccc(C(=O)OCC(=O)NC(=O)Nc2ccccc2F)cc1	i	i
Cc1ccc(OC(=O)c2ccccc2)cc1C	i	i
COc1ccc2sc(-c3ccc(SC)cc3)c(C#CC(C)(C)O)c2c1	i	i

Screening data: PubChem BioAssay, Johns Hopkins Ion Channel Center
